Screening data (PubChem)
Shn3 inh set2: Schnurri-3 reporter inhibition in Clone20 osteoblasts; Clone20 osteoblast Shn3 3'UTR firefly luciferase, 24 h; inhibition, % at 12.5 µM; 0.52% of 360,000 active;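 active means mean inhibition of at least 75% with every replicate also reaching 75%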;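 further: 0% = median of neutral control wells and 100% = pilot-screen positive control compound; some compounds past the cut are filed as inactive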
TWEAK-Fn14 inh: blocks TWEAK-Fn14 interaction in a reporter cell assay; inhibition, % at 10 µM; TWEAK-stimulated Fn14 reporter cells, luciferase luminescence, 8 h; 2% of 360,000 active; in the data active means inhibition above about 50%
CF NFkB inh: inhibitors of cystic fibrosis induced NF-kB. KKLEB NF-kB-GFP reporter, PAF-induced, GFP fluorescence overnight. inhibition, % at 5 µM. 0.86% of 360,000 active;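 active means at least 50% inhibition at 5 µM, scaled per plate between neutral and stimulator controls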;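 further: PAF is a Pseudomonas aeruginosa culture filtrate used as stimulus; plate controls were PAF-stimulated DMSO wells for no effect and unstimulated DMSO wells for full effect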
MITF TRPM1 inh: MITF TRPM1 promoter inhibition in SK-MEL-5 cells; inhibition, % at 12.5 µM; 0.83% of 330,000 active; SK-MEL-5 TRPM1 promoter luciferase, 24 h;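 active means mean inhibition across replicates of 60% or more, whatever share of single replicates reaches that level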; further: values of inactives mirror those of a sister screen read the other way
Peg3 prom inh: Peg3 promoter activity inhibition; 1.7% of 360,000 active; AID 588405; HeLa PEG-Prom luciferase reporter, luminescence, overnight; inhibition, % at 20 µM;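 active means inhibition of at least 50% at 20 µM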
aDG glyco act: alpha-DG glycosylation activation; AID 624168; 0.22% of 360,000 active; Pro5-aDG cells, alpha-DG glycosylation AlphaScreen (IIH6); 0% Pro5, 100% B10-LARGE cell signal; activation, % at 10 µM;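 active means activation of at least 8% versus controls, or a plate z-score of at least 8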;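 further: Pro5 are CHO cells carrying HIG-tagged alpha-DG that lacks glycosylation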
NR2E3 ag-1: activates human photoreceptor nuclear receptor NR2E3; Q9Y5X4; GST-NR2E3/biotin-RetCOR TR-FRET, 1536-well; inhibition of corepressor binding, % at 4.78 µM; 0.12% of 320,000 active; AID 2300;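 active means percent inhibition above the cutoff of mean plus 3 SD of all tested compounds, set per screening campaign, cut at about 20% in these data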;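 further: 0% = DMSO wells and 100% = biotin wells as full block of FRET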
Target sequence (Q9Y5X4 whole entry, looked up): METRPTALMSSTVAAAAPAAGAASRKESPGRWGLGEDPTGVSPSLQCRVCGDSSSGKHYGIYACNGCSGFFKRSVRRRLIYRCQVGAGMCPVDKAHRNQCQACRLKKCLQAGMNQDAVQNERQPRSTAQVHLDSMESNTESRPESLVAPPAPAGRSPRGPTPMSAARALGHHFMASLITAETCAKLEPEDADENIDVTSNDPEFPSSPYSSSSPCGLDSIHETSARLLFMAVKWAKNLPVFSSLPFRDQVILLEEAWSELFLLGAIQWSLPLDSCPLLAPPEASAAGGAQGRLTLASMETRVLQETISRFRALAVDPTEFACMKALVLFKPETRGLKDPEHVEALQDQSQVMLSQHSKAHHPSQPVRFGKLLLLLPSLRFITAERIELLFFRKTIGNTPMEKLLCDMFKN
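Assay system: NR2E3–RetCOR corepressor complex. Quantity: 1.35 nM GST-NR2E3. Buffer or medium: pH 7.5 Tris-based buffer. Reagent: biotinylated RetCOR corepressor at 7 nM final. Schedule: 5 h at 4 °C. Detection: TR-FRET, emission read at 617 and 671 nm. Replicates: one well per compound, singlicate testing.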
NR2E3 ag-2: activates human NR2E3 receptor | AID 602229 | CHO-S Gal4-NCOR/VP16-NR2E3 two-hybrid, luciferase | 0.35% of 360,000 active | Q9Y5X4 | inhibition of corepressor binding, % at 3.98 µM;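 active means inhibition above the mean of all tested compounds plus 3 SD, cut at about 70% in these data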;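 further: 0% = DMSO with NR2E3 transfected cells and 100% = cells lacking NR2E3 construct; higher means lower luciferase signal from less NR2E3 corepressor binding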
KKLEB tox: counter-screen for CF NF-kB inhibitors: cytotoxicity. KKLEB CF airway cells viability, ATPlite luminescence, overnight; stronger effect = lower value; cells stimulated with P. aeruginosa culture filtrate. activity change (cytotoxicity), % at 5 µM. 0.36% of 360,000 active. AID 602141;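 active means corrected activity change at or below -50% at 5 µM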
HIF-2a inh: blocks HIF-2a reporter activity; 0.72% of 360,000 active; 786-0 RCC cells HIF-2a reporter, luciferase luminescence, overnight; inhibition, % at 18.8 µM;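 active means inhibition of the luminescence signal of 40% or more relative to plate controls, in a single-dose primary screen at 18.75 µM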
hiPSC survival: increases survival of single human iPS cells; survival enhancement, % at 20 µM; AID 602274; 0.044% of 360,000 active; hiPSC single-cell survival, ATPlite luminescence; 100% = ROCK inhibitor wells, 0% = DMSO; in the data active means survival enhancement above about 18%;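 further: cells exposed to compounds for 16 hours before the ATP read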
Starred values were filed as active, the others as inactive; · = no result given.

Sequence of screens – Shn3 inh set2, TWEAK-Fn14 inh, CF NFkB inh, MITF TRPM1 inh, Peg3 prom inh, aDG glyco act, NR2E3 ag-1, NR2E3 ag-2, KKLEB tox, HIF-2a inh, hiPSC survival
- CC1CCCCC1NC(=S)NC(=O)c1sc2ccccc2c1Cl (stereo not drawn)
 : -6, -24, -1, 0, -68, 0.0, 5, -35, 8, -83, 0.5
- CCOC(=O)C1CCN(C(=O)c2cc(S(=O)(=O)N3CCc4ccccc43)ccc2OC)CC1
 : 6, -8, 18, 2, 25, 0.3, 1, -7, -2, 8, -0.3
- Cn1[nH]c(CSc2ccc(Cl)cc2)cc1=O
 : -37, -7, -29, -9, -4, -0.1, -3, -9, 16, 5, -1.3
- Cc1cc(C)nc(Nc2nc(C(N)Cc3ccc(C(F)(F)F)cc3)cs2)n1 (stereo not drawn)
 : 28, -110, -5, ·, 102*, 1.9, ·, -6, -2, 13, -3.9
- CC(C)(C)NS(=O)(=O)c1ccc(CCC(=O)O)cc1
 : -13, 9, 10, -8, 0, 0.0, -3, -8, -7, 16, -1.1
- CN(C)C(=O)c1cn(-c2ccccc2)nc1-c1cc2ccccc2oc1=O
 : 8, -18, 13, -3, 8, -0.1, 2, -7, -3, 13, 0.5
- COc1ccc(NC(=O)CCCc2ccc(OC)c(C)c2)cc1
 : 10, -9, -9, 11, 12, -0.2, -1, -31, 6, 11, -0.7
- O=C(CSc1ccccn1)Nc1ccc(Cl)cn1
 : 3, -7, 4, -2, -23, 0.6, 2, -16, 12, -31, 1.1
- CC(C)(C)OC(=O)N(CCc1ccccc1)Cc1cccc(OCc2cccc(NC(=O)c3ccccc3)c2)c1
 : 45, 3, 8, 7, -3, 0.0, ·, 20, -10, 2, 1.3
- CCN(CC(=O)Nc1ccc2c(c1)OCCO2)C(=O)/C=C/c1ccc(OC)c(OC)c1
 : -14, -12, 22, 1, -4, 0.3, 0, -24, -25, 14, 0.2
- O=C(NC1CCN(Cc2ccccc2)CC1)c1ccc2c(c1)OCCCO2
 : 10, -41, -11, 4, -5, 0.1, -3, 24, -6, 7, -0.1
- O=C(CSc1ncnc2ccccc12)Nc1ccc2c(c1)OCCO2
 : -8, -3, 9, -19, -132, 0.1, 0, -37, -2, -133, 1.2
- Nc1ccccc1C(=O)NC12CC3CC(CC(C3)C1)C2
 : 3, 0, 4, 1, -2, -0.1, 3, -11, 0, 6, 1.2
- O=C(NC1CC(=O)N(c2cccc(F)c2)C1)C(=O)c1c[nH]c2ccccc12 (stereo not drawn)
 : 1, 6, 8, 10, -36, 0.1, -5, -22, -8, -77, -0.4
- CCn1c(COc2ccc(Cl)cc2)nnc1SC1CCc2ccccc2C1=O (stereo not drawn)
 : -4, 31, 7, 14, 28, 2.0, 1, -28, -5, 17, -0.2

Reprinted from the part before: 5 compounds, then new ones.
structure | Shn3 inh set2 | TWEAK-Fn14 inh | CF NFkB inh | MITF TRPM1 inh | Peg3 prom inh | aDG glyco act | NR2E3 ag-1 | NR2E3 ag-2 | KKLEB tox | HIF-2a inh | hiPSC survival
O=C(NC1CCN(Cc2ccccc2)CC1)c1ccc2c(c1)OCCCO2 | 10 | -41 | -11 | 4 | -5 | 0.1 | -3 | 24 | -6 | 7 | -0.1
O=C(CSc1ncnc2ccccc12)Nc1ccc2c(c1)OCCO2 | -8 | -3 | 9 | -19 | -132 | 0.1 | 0 | -37 | -2 | -133 | 1.2
Nc1ccccc1C(=O)NC12CC3CC(CC(C3)C1)C2 | 3 | 0 | 4 | 1 | -2 | -0.1 | 3 | -11 | 0 | 6 | 1.2
O=C(NC1CC(=O)N(c2cccc(F)c2)C1)C(=O)c1c[nH]c2ccccc12 (stereo not drawn) | 1 | 6 | 8 | 10 | -36 | 0.1 | -5 | -22 | -8 | -77 | -0.4
CCn1c(COc2ccc(Cl)cc2)nnc1SC1CCc2ccccc2C1=O (stereo not drawn) | -4 | 31 | 7 | 14 | 28 | 2.0 | 1 | -28 | -5 | 17 | -0.2
CC(C)CCn1c(CN2CC(C)OC(C)C2)nc2c1c(=O)n(C)c(=O)n2C (stereo not drawn) | 4 | 10 | -9 | · | -5 | -0.4 | -1 | -9 | -8 | 14 | 3.8
O=C(NNC(=O)C1CCN(S(=O)(=O)c2ccc(Cl)cc2)CC1)c1ccncc1 | -16 | -5 | -21 | -2 | 14 | 0.0 | -1 | 29 | 12 | 3 | 0.1
O=c1c2ccccc2nc(-c2ccco2)n1/N=C/c1ccccc1O | -6 | -2 | -6 | -25 | -32 | 0.2 | 5 | -23 | -5 | -20 | 2.1
O=C1CCCc2[nH]c(-c3ccccc3)nc21 | -9 | 7 | -8 | 2 | -72 | 0.2 | 4 | 7 | 0 | -89 | -0.6
Cc1ccc(OCC(=O)Nc2cc(S(=O)(=O)N3CCOCC3)ccc2Cl)c([N+](=O)[O-])n1 | 13 | -11 | 3 | -7 | 9 | -0.3 | 6 | -9 | -4 | 11 | 0.1
O=C1c2ccccc2C(c2nnnn2-c2ccc3c(c2)OCCO3)N1Cc1cccnc1 (stereo not drawn) | · | -8 | · | · | · | 0.0 | · | -29 | · | 1 | 0.2
COc1cc(OC)c(S(=O)(=O)NC(C)C)cc1S(=O)(=O)NC(C)C | 3 | 10 | -6 | 0 | 3 | 0.2 | 5 | 12 | 6 | 5 | 2.6
Cc1noc(C)c1COc1ccccc1C(=O)N1CCN(S(=O)(=O)c2cccc(Cl)c2)CC1 | -4 | -6 | 2 | 1 | 21 | -0.2 | · | -13 | -6 | 6 | -0.4
Cc1cccc(NC(=O)c2cc3ccccc3o2)c1 | -33 | 13 | 1 | -26 | -288 | -0.1 | 0 | -104 | -1 | -215 | -0.6
CCOC(=O)c1ccccc1NC(=O)CSc1nc(N)cc(N)n1 | -1 | 1 | -47 | -5 | 11 | 0.2 | 2 | 10 | 10 | 18 | 3.3
O=C(Nc1ccc2c(c1)OCO2)c1cc(C2CCCCN2C(=O)CCCc2ccccc2)on1 (stereo not drawn) | 25 | 39 | -10 | · | 10 | 0.3 | · | -29 | 2 | 6 | -1.6
O=C1C2C3C=CC(C4CC34)C2C(=O)N1c1cccc2ccccc12 (stereo not drawn) | 1 | 2 | -21 | -2 | -46 | 0.0 | 4 | -40 | 3 | -69 | 0.4
CCCn1nnnc1SCC(=O)Nc1ccc(F)cc1 | 11 | 1 | -1 | -4 | -2 | 0.4 | 0 | -8 | -3 | -2 | -0.9
C=CCOc1ccc(C[C@H](N)C(=O)NC[C@H]2O[C@@H](n3cnc4c(N)ncnc43)[C@H](O)[C@@H]2O)cc1 | -12 | -9 | -6 | -8 | -9 | -0.1 | · | -34 | 7 | -1 | -0.6
Cc1ccccc1NC(=S)NCC1CCN(C(C)c2ccccc2)C1 (stereo not drawn) | -14 | 3 | -13 | 10 | -13 | -0.2 | -2 | -8 | 7 | 5 | -0.8
CN(C)c1ccc(NC(=O)C(=O)NCCOc2ccccc2)cc1 | -26 | -6 | -14 | 7 | -9 | -0.3 | 1 | -15 | 5 | -1 | -0.7
COc1ccc(C(=O)Nc2ccc(Br)cn2)cc1S(=O)(=O)N1CCOCC1 | -6 | 36 | 3 | -13 | 20 | -0.2 | 2 | -17 | -10 | 5 | -0.4
CCCCOc1ccc(C(O)C(CN2CCOCC2)c2ccccc2)cc1 (stereo not drawn) | 26 | 17 | -1 | -16 | 1 | 0.2 | -1 | 0 | -6 | 9 | -0.1
COC(=O)CC1=NN(c2ccccc2)C(=O)/C1=C\c1ccc(OC)cc1 | -7 | 10 | 23 | 4 | 2 | -0.2 | -2 | -7 | -10 | 25 | 1.6
COc1ccc(CN2C(=O)c3ccccc3C2c2nnnn2-c2ccc3c(c2)OCCO3)cc1OC (stereo not drawn) | · | 6 | · | · | · | -0.1 | · | 0 | · | -1 | 0.6
CCc1ccc([C@@H]2C[C@H]3[C@@H](CN2S(=O)(=O)c2ccc(C)cc2)C(=O)C[C@@H](c2ccc(Cl)cc2)N3S(=O)(=O)c2ccc(C)cc2)cc1 | 28 | -26 | 21 | · | -9 | -0.4 | · | 0 | 2 | -1 | 0.5
Cc1ccc(C(=O)Nc2nc3ccc(S(C)(=O)=O)cc3s2)cc1C | -9 | -6 | -8 | -15 | -5 | -0.1 | 0 | -7 | -3 | -22 | -0.8
CC1c2cc3c(cc2CCN1C(=O)c1ccc(Cl)cc1)OCCCO3 (stereo not drawn) | 15 | -3 | -7 | 13 | 3 | 1.2 | 2 | -1 | 2 | -27 | -0.2
Cc1ccccc1OCC(=O)OCC(=O)Nc1ccc(Cl)cn1 | -6 | 0 | -10 | 2 | -8 | 0.1 | 2 | -29 | 12 | -5 | 1.3
Brc1cccc(-c2nc3ccc(Br)cn3c2Cc2ccsc2)c1 | -65 | -9 | -54 | · | -180 | -0.1 | · | -8 | -12 | -205 | 1.7
N/C(=N\N=C\c1ccc(O)c(O)c1)c1nonc1N | -38 | 17 | -29 | -63 | -302 | 0.0 | 0 | -103 | 2 | -241 | -0.4
O=C(NCc1cccs1)c1cc2c(s1)-c1ccccc1OC2 | -33 | 41 | -2 | · | -273 | -0.1 | 3 | -24 | -13 | -294 | 1.2
CC(C(=O)N(C)Cc1cccc(F)c1)N1CCN(S(=O)(=O)c2ccc3c(c2)OCCCO3)CC1 (stereo not drawn) | 30 | -9 | 22 | 10 | 5 | 2.4 | · | 26 | -18 | 16 | -0.4
CS(=O)(=O)c1ccc(C(=O)Nc2ccccc2Cl)cc1 | 12 | -11 | 0 | -11 | -27 | -0.1 | -3 | -40 | -10 | -23 | -0.6
